# Screening data deposited in PubChem BioAssay by several laboratories.
# rCAG binder – r(CAG) repeat RNA binding | TO-PRO-1 dye displacement fluorescence | inhibition, % at 3 µM | actives 1.3% (n = 370,000);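 active = inhibition above the plate cutoff, the mean of all test compounds on that plate plus 3 SD, cut at about 35% in these data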;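 also: 0% = DMSO alone and 100% = 100 µM mitoxantrone as full dye displacement; higher means more dye released from RNA so lower well fluorescence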
# HGIII-sPLA2 inh – Blocks human group III sPLA2 activity. Q9NZ20. QFRET BODIPY PC-A2 liposome hydrolysis, fluorescence. inhibition, % at 12.2 µM. actives 0.56% (n = 370,000);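 active = inhibition above mean plus 3 SD of compounds lying within the high and low control bounds, cut at about 19% in these data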;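 also: 0% = median of test compound wells and 100% = no enzyme DMSO wells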
# proKLK7 act – activates the human kallikrein-7 zymogen. actives 0.9% (n = 370,000). activation, % at 7 µM. purified proKLK7, EDANS-DABCYL substrate fluorescence; 100% is mature enzyme control, 0% vehicle. AID 652039;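 active = activation above the mean of all tested compounds plus 3 SD, computed per campaign excluding outliers beyond control limits, cut at about 13% in these data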
# Target sequence (P49862 whole entry, looked up): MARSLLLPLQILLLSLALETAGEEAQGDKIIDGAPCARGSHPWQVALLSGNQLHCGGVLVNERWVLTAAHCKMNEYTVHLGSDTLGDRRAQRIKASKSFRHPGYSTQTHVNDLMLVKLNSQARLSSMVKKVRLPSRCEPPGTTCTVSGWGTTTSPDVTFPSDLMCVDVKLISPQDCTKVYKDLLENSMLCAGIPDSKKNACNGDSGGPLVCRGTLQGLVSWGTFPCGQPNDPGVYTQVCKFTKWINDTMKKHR
# GC-B act – GC-B (human) receptor activation; AID 1920062; P20594; activation, % at 10 µM; HEK293-GC-B cells, CNP EC30, cGMP TR-FRET; 0% at EC30 CNP, 100% saturating CNP; actives 0.11% (n = 370,000);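 active = activation at 10 µM reaching about 35% in either raw or pattern-adjusted values, limit read from the data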
# ASAP1 GAP inh – blocks human ASAP1-stimulated Arf1 GTP hydrolysis. Q9ULH1. GDP FP detection. inhibition, % at 16.5 µM. actives 0.19% (n = 360,000). AID 624377; in the data active = inhibition above about 25%;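 also: 0% = vehicle with enzyme and substrate and 100% = no enzyme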
# GAA850 FXN act – frataxin GAA850 promoter activation. HEK293 lucGAA850 FXN promoter luciferase reporter, 24 h; percent of 10 µM SAHA response. activation, % at 6 µM. actives 0.56% (n = 360,000). AID 540364;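 active = activation above the average of all compounds screened plus 3 SD, cutoff fixed separately per campaign, cut at about 7.5% in these data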;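 also: 0% = DMSO wells and 100% = 10 µM SAHA wells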
# ARFGAP1 inhibitor – inhibitors of rat ARFGAP1. AID 651572. actives 0.26% (n = 360,000). inhibition, % at 16.5 µM. Arfgap1-stimulated ARF1 GTP hydrolysis, GDP FP detection. Q62848;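 active = inhibition above a per-plate limit, mean inhibition of low control wells plus 3 SD, cut at about 25% in these data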;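 also: 0% = DMSO wells with enzyme and 100% = wells lacking Arfgap1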
# Target sequence (Q62848 1-136 limits assumed): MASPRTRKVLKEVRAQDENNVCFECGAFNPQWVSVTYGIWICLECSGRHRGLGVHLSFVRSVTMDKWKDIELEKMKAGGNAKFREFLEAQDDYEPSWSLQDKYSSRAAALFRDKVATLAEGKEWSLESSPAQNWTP
#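 system = rat Arfgap1 catalytic domain, aa 1-136 | technique = FP, GDP Alexa 633 tracer displaced from anti-GDP antibody, 620/688 nm | compound = one concentration, 16.5 µM, DMSO 1.26% | medium = HEPES-based buffer, pH 7.5 | timing = compound-enzyme preincubation 20 min, reaction 120 min, detection 60 min, 25 °C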
# NPR1 activator – GC-A (human) enzyme activation; P16066; actives 0.14% (n = 370,000); activation, % at 10 µM; HEK293 GC-A cells, cGMP TR-FRET, EC30 ANP; 0% at EC30 ANP, 100% saturating ANP; in the data active = activation above about 40%
# DDE Tn6 FP inh – disrupts Tn6 cyclic peptide binding to fibrin D-Dimer-E complex. P02675. Fibrin DD(E) TRITC-Tn6 fluorescence polarization displacement. inhibition, % at 8.3 µM. actives 0.21% (n = 370,000). AID 720509;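 active = inhibition above a per-campaign cutoff: mean of compounds within control limits plus 3 SD, cut at about 15% in these data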;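 also: 0% = median of all compound wells on the plate and 100% = blocking peptide control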
# ADAM10 inh – inhibitors of human ADAM10. inhibition, % at 7 µM. recombinant ADAM10, EDANS/DABCYL FRET peptide cleavage, 3 h. actives 0.62% (n = 370,000). AID 720582. O14672;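 active = inhibition above a per-campaign cutoff equal to the mean of compounds falling between control-based bounds plus 3 SD, cut at about 20% in these data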;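 also: 0% = DMSO wells while the 100% control is not disclosed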
# Target sequence (O14672 214-748 limits assumed): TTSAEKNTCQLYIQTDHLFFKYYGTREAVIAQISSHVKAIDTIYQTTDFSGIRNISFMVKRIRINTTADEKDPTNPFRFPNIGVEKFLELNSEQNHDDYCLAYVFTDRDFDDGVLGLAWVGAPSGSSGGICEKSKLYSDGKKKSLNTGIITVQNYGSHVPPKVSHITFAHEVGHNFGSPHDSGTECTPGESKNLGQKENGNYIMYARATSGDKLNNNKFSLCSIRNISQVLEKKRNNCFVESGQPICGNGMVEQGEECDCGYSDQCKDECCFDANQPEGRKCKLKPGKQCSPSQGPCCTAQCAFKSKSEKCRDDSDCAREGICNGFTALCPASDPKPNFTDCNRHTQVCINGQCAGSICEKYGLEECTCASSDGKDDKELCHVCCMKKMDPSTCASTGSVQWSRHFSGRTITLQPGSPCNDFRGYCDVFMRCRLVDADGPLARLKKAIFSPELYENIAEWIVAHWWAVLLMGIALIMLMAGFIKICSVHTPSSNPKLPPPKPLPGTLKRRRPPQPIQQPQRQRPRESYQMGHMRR
# Numbers without * were called inactive; i = inactive; · = no result given.
SMILES,rCAG binder,HGIII-sPLA2 inh,proKLK7 act,GC-B act,ASAP1 GAP inh,GAA850 FXN act,ARFGAP1 inhibitor,NPR1 activator,DDE Tn6 FP inh,ADAM10 inh
CCOC(=O)C1=C(SCC)c2cc3c(n2C1=O)CCCC3,12,10,-0.3,1,2,-0.8,-3,3,0,7
CN1/C(=C\C=N\NC(=O)c2ccc(O)cc2)C(C)(C)c2ccccc21,-7,-10,-1.6,-1,9,-3.7,-14,-6,-4,-11
COc1ccc(-c2oc(=O)c3cc(OC)c(OC)cc3c2/C=C/c2ccc(F)cc2)cc1,16,0,-5.4,1,15,1.2,-11,-2,-5,-48
S=c1nc[nH]c2c1ncn2-c1ccc(Cl)cc1,3,6,0.0,1,-2,1.8,2,-3,-5,-8
CC1=NNC(=O)/C1=C\c1cn(-c2ccccc2)nc1-c1ccc(Cl)cc1,7,-3,0.7,0,7,1.0,-2,2,-3,-2
CC(=O)c1cccc(NC(=O)/C(=C/c2ccco2)NC(=O)c2ccco2)c1,24,-4,-0.1,-1,13,0.0,5,1,-3,-12
O=c1c(O)c(-c2ccccc2)oc2ccccc12,5,-6,-8.3,0,0,8.7*,1,4,-1,-41
O=C(NCc1cccnc1)c1cc(C2CCCCN2C(=O)c2ccc3c(c2)CCO3)on1 (configuration not stated),0,1,-0.6,0,1,-0.9,-4,2,-3,-9
Cc1cc(C(=O)CSc2nnc(N)s2)c(C)n1CCc1ccc(F)cc1,8,-7,0.3,3,16,1.2,-4,-2,-1,-10
CC1(C)CC(=O)C2=C(C1)c1c(ccc3ccccc13)NC2c1ccc(Br)o1 (configuration not stated),4,0,-5.2,-27,11,1.4,-8,-34,-1,-48
CCCCc1nc2cc(C(=O)NCc3nccn3CC)ccc2o1,-7,3,-0.4,-3,7,1.4,-3,4,1,-2
CC(C)CC(NC(=O)CNC(=O)C1O[C@@H]2OC(C)(C)O[C@@H]2[C@H]2OC(C)(C)O[C@@H]12)C(=O)O (some centres not stated),-4,16,-0.1,-2,3,-0.6,0,-3,-8,-11
Cc1ccc(N2CC(C(=O)N3CCc4ccccc4C3)CC2=O)cc1 (configuration not stated),-6,5,0.2,-1,7,0.7,-1,0,-4,0
Cc1ccc(Cl)c2c1=NC(=O)C=2c1[nH]c(=S)[nH]c1O,7,18,0.1,-8,-17,2.2,-14,-2,-5,1
Cc1cc(Br)cn2c(Cc3cccc(F)c3)c(-c3ccc(Cl)cc3)nc12,29,-13,-1.1,18,5,·,-19,9,5,-20
O=C(NC(=S)Nc1ccccn1)c1ccccc1,3,7,0.6,-1,-5,0.9,-11,3,-2,7
CCc1nc2ccc(C(=O)Nc3cccc(NS(C)(=O)=O)c3)cn2c1N(C)C(=O)c1cccc(OC)c1,2,6,1.5,-4,8,0.0,-11,0,-2,-17
C=CCn1c(-c2ccncc2)n[nH]c1=S,0,5,0.4,0,4,2.7,12,0,1,-2
Cc1cccc(NC(=O)C2CCN(C(=O)[C@@H]3Cc4ccccc4CN3)CC2)c1,-6,1,-0.3,-2,-6,0.8,4,-1,1,9
COc1cc(/C=N/n2c(-c3cc(C)[nH]n3)n[nH]c2=S)cc(OC)c1O,2,4,0.5,-1,8,-1.5,-5,0,5,-4
CCOC(=O)C1=C(COC(=O)c2ccc([N+](=O)[O-])o2)NC(=O)NC1C (configuration not stated),-2,-8,1.1,-3,-1,-0.1,-6,1,3,-5
COc1cc(C(=O)N/N=C/c2coc3ccc(Cl)cc3c2=O)ccc1O,1,3,0.4,-4,-13,-2.5,3,0,2,-4
O=C1CC(Cc2ccccc2)C(=O)N1c1ccccn1 (configuration not stated),-2,8,0.5,4,-11,-0.6,11,5,-5,2
Cc1ccccc1Cc1c(C)nc2c(C(=O)N3CCN(Cc4ccc5c(c4)OCO5)CC3)cnn2c1C,4,-3,-1.4,-5,6,-1.8,-7,3,-13,-23
CN(C)Cc1cc(O)c(CN(C)C)cc1O,0,-3,6.4,6,5,2.1,0,1,-1,-13
Cn1c(C(=O)NCCC2=CCCCC2)cc2c(=O)n3ccccc3nc21,2,4,-0.3,8,9,0.1,-18,15,-1,i
CCn1c(SCC(=O)N2CCCc3ccccc32)nc2c(c1=O)SC(C)C2 (configuration not stated),1,0,0.0,-7,-10,-2.2,-15,-9,-5,-10
CCN(CC)S(=O)(=O)c1cccc(C(=O)N/N=C/c2ccc(N3CCOCC3)cc2)c1,-1,6,1.1,-4,3,1.2,4,0,2,-6
CC(C)NC(=O)C1(C)CN(S(C)(=O)=O)CC(=O)N1C1CC1 (configuration not stated),2,5,0.1,-1,5,·,3,1,-1,2
CCN1CCN(C(=O)CSc2ccc(C)cc2)CC1,-6,11,-0.9,8,-1,4.4,1,4,-8,-14

# The last two compounds of the part above come first, to join the parts:
SMILES,rCAG binder,HGIII-sPLA2 inh,proKLK7 act,GC-B act,ASAP1 GAP inh,GAA850 FXN act,ARFGAP1 inhibitor,NPR1 activator,DDE Tn6 FP inh,ADAM10 inh
CC(C)NC(=O)C1(C)CN(S(C)(=O)=O)CC(=O)N1C1CC1 (configuration not stated),2,5,0.1,-1,5,·,3,1,-1,2
CCN1CCN(C(=O)CSc2ccc(C)cc2)CC1,-6,11,-0.9,8,-1,4.4,1,4,-8,-14
O=C(N/N=C/c1ccccc1F)c1ccc(COc2ccccc2Cl)o1,7,-1,-1.1,-4,6,-2.2,0,1,-2,11
Cc1ccc(OCC(=O)Nc2cccc3c2CCCC3)cc1C,-1,3,-1.0,3,-1,0.3,-19,0,1,1
O=C(CCNC(=O)c1ccccc1)Nc1cccnc1,-1,3,-0.4,0,1,-1.3,-5,-2,6,-6
CCCc1nc(-c2cc3cc(C)ccc3[nH]c2=O)no1,1,0,2.0,7,-9,2.6,-4,5,6,-110
O=C(c1ccccc1)c1ccc(C(=O)N2CCN(c3ccccc3Cl)CC2)cc1,1,7,0.4,4,1,1.1,17,1,-2,-14
COc1ccc(CCNC(=O)CCc2ccc(S(=O)(=O)NCC(C)C)cc2)cc1OC,-1,-5,-0.1,-2,-6,-2.0,0,0,-2,3
Cc1ccc(OCC(=O)NNC(=O)c2ccoc2C)c(Br)c1,2,-8,0.6,0,-8,1.2,14,-1,8,2
COCCN(C(=O)COC(=O)COc1ccc2c(c1)CCC2)c1c(N)n(Cc2ccccc2)c(=O)[nH]c1=O,-3,10,-0.1,0,-1,-0.2,-1,0,1,-17
COc1ccc(CN(CC(=O)NCC2CCCO2)C(=O)CNS(=O)(=O)c2ccccc2)cc1 (configuration not stated),-1,2,0.1,0,-6,-0.2,7,4,-7,-2
C=CCn1c(Cc2cccc3ccccc23)n[nH]c1=S,3,18,0.3,2,1,3.0,14,4,8,3
COc1ccc(S(=O)(=O)N2CCN(CC(=O)N3CCOCC3)CC2)cc1OC,0,6,0.0,2,-4,1.6,1,5,-8,-4
Cc1ccc(CSCC(=O)Nc2ccccc2F)cc1,-3,1,0.1,-1,1,1.6,-11,5,1,3
COCCNC(=O)C(c1ccco1)N(C(=O)Cn1nnc2ccccc21)c1cccc(C)c1C (configuration not stated),-9,4,-0.7,0,-11,-2.9,5,-4,7,-1
CCN(C)C1CN(Cc2cn(Cc3ccc(C)cc3)nn2)S(=O)(=O)C1 (configuration not stated),-1,-2,0.4,3,4,·,-4,1,0,-3
COc1ccc(C(O)(C2CCCCC2)C(CN2CCOCC2)c2ccccc2)cc1 (configuration not stated),-4,-13,0.2,-10,9,0.0,-3,-36,-6,16
Cc1ccc(S(=O)(=O)N(C)C)cc1NC(=O)COC(=O)COc1ccc2c(c1)CCC2,1,0,0.1,-2,-15,-3.2,-12,0,0,2
CCOC(=O)N1CCN(C(=O)C2CCCN(S(C)(=O)=O)C2)CC1 (configuration not stated),1,9,-0.5,2,-7,1.2,12,3,5,7
Cc1ccc(C(=O)COC(=O)CNC(=O)c2cccs2)cc1C,-4,-6,-0.1,-2,-4,0.1,-3,6,-4,2
Cc1cc(C)cc(-n2nnnc2SCC(=O)Nc2nc(-c3ccc(F)cc3)cs2)c1,0,0,0.4,-5,2,-0.9,5,2,-10,0
CCC(CC)C(=O)Nc1ccc(Cl)c(Cl)c1,-5,-3,-0.4,-5,4,-1.4,-6,-3,3,2
O=C(OC1CCN(c2ncc(C(F)(F)F)cc2Cl)CC1)c1ccccc1,0,4,0.1,8,4,-0.1,-1,-2,-2,-1
C=CCNC(=S)NNC(=O)c1ccc([N+](=O)[O-])cc1,1,7,0.1,-3,13,-1.8,7,-1,5,-4
COc1cc(C(=O)N2CCN(c3ccccc3F)CC2)ccc1OCC(=O)N1CCOCC1,-2,3,0.2,0,3,-1.5,-17,4,-5,-4
Cc1cnc(=O)[nH]c1SCc1cccc([N+](=O)[O-])c1,2,1,-0.7,-5,-9,1.7,3,-3,-2,-7
Nn1cnnc1N/N=C\c1ccc(-c2ccccc2[N+](=O)[O-])o1,1,-3,-1.1,1,-6,-4.2,27*,-6,-8,-15
Cc1ccnc(Nc2nc3ccccc3s2)n1,0,3,0.0,-4,2,5.8,4,7,-4,-4
O=C(/C=C/c1cccc([N+](=O)[O-])c1)N1CC[C@@]2(O)CCCC[C@H]2C1,1,4,-0.6,4,-4,0.1,-4,-3,-5,8
CCCCCCn1c(=O)n2n(c1=O)[C@@H]1CN(S(=O)(=O)c3ccc(C)cc3)C[C@]1(O)[C@@H](OC(=O)NC1CC1)C2,0,-15,0.6,-2,-7,-12,4,1,0,3
C=C(C)Cn1c(CCCNC(=O)CCC)nc2ccccc21,-5,1,-0.4,-6,5,-4.5,11,3,-2,-15
O=C(OCC(=O)C12CC3CC(CC(C3)C1)C2)c1ccc(O)cc1O,12,-32,0.0,-2,19,2.7,-7,-1,7,6
CCOC(=O)/C(=N\Nc1ccc(OC)cc1)c1csc(Nc2ccccc2)n1,25,7,-1.3,-1,-6,11*,6,4,-7,-42
OCCCn1c(C2CCCN2c2nc(-c3ccc(F)cc3)cs2)nc2cc(Cl)c(Cl)cc21 (configuration not stated),3,-3,-1.2,-8,4,0.3,15,-6,0,12
O=C1C=C(c2ccc3[nH]ccc3c2)C[C@@H](c2ccc(F)cc2)C1,10,-31,1.3,36*,2,1.8,5,3,-7,16
CCO/C=C1\C(=O)N(CC)c2ccccc21,-2,6,-0.5,-3,-7,-2.1,-10,1,-3,-12
N#CCCN(C(=O)CSc1nc2ccccc2c(=O)[nH]1)c1ccc(F)cc1,0,1,0.1,3,7,-0.2,0,-3,-1,-7
CCCCNC(=O)N(O)C1N(/N=C/c2ccccc2OC)C(=S)SC1(C)C (configuration not stated),-4,2,-0.1,-10,2,2.2,-1,0,-3,-2

# Entries of single compounds, quoted from the list. Screens in order: rCAG binder | HGIII-sPLA2 inh | proKLK7 act | GC-B act | ASAP1 GAP inh | GAA850 FXN act | ARFGAP1 inhibitor | NPR1 activator | DDE Tn6 FP inh | ADAM10 inh
# Profile of CCCCNC(=O)N(O)C1N(/N=C/c2ccccc2OC)C(=S)SC1(C)C (configuration not stated) : -4 | 2 | -0.1 | -10 | 2 | 2.2 | -1 | 0 | -3 | -2
# Profile of N#CCCN(C(=O)CSc1nc2ccccc2c(=O)[nH]1)c1ccc(F)cc1 : 0 | 1 | 0.1 | 3 | 7 | -0.2 | 0 | -3 | -1 | -7
